Screens deposited in PubChem by several laboratories.
5HT1a ag = agonists of human 5-HT1a serotonin receptor; CHO 5-HT1a Ga15 NFAT-bla reporter, FRET ratio; 0% basal, 100% maximal reference agonist; P08908; AID 567; actives 0.56% (n = 65,000); activation, % at 10 µM;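 active means activation above the screen-wide mean activation plus 3 SD, cut at about 19% in these data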;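 further: 0% = DMSO wells and 100% = 5-CT at EC100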
Autofluor 339 = intrinsic fluorescence of library compounds, ex339/em460 – biochemical, MLSMR library, data from DPM-DC assay, artefact control, profiling panel; compound autofluorescence, ex339/em460 nm, NADH buffer; stronger effect = higher value; 1 = no-compound wells, NADH background; fluorescence fold increase at 10 µM; actives 5.5% (n = 65,000);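 active means at 10 µM, mean starting fluorescence two-fold or more over control wells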;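 further: signal is the first read of a kinetic run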
Abs 340nm = absorbance at 340 nm; compound absorbance at 340 nm, fold over control; fold change at 10 µM; 65,000 tested, under 10 active; AID 708;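 active means at 10 µM dose, initial 340 nm absorbance at least 2 fold that of control wells; inactive means change under 2 fold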;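 further: initial absorbance extrapolated from kinetic A340 decline of NADH oxidation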
TNAP act mid DEA = activates human TNAP at intermediate phosphate acceptor concentration | purified TNAP, CDP-star luminescence, 100 mM DEA, 30 min; stronger effect = higher value; scale: 0 levamisole-inhibited, 1 vehicle-only enzyme | activation factor at 20 µM | 64,000 tested, under 10 active | AID 813;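 active means activation factor of at least 2 at 20 µM, relative to controls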
Target sequence (P05186 whole entry, looked up): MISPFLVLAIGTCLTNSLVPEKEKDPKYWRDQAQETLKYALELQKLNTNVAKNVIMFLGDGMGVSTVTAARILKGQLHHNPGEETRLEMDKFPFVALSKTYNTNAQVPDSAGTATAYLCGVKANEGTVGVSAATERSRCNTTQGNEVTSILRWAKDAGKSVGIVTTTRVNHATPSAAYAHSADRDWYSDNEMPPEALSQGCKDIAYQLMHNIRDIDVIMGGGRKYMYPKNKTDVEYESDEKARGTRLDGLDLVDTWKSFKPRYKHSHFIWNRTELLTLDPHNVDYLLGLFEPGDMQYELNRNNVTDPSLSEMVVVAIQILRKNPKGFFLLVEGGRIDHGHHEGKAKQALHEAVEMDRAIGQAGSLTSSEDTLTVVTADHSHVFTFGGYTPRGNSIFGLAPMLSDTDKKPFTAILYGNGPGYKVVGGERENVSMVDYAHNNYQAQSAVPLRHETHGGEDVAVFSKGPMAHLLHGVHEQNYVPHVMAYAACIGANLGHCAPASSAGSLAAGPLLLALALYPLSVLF
RORA act = activators of human nuclear receptor RORA | CHO-K1 Gal4-RORA LBD luciferase reporter, luminescence; percent increase over mock-subtracted basal signal | activation, % at 10 µM | actives 1.5% (n = 65,000) | AID 560;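 active means activation above the mean of all tested compounds plus 3 SD, cut at about 49% in these data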;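 further: 0% = DMSO-treated RORA cells and 100% = added signal equal to DMSO minus mock-transfected cells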
Target sequence (P35398 whole entry, looked up, the tested form may be a part): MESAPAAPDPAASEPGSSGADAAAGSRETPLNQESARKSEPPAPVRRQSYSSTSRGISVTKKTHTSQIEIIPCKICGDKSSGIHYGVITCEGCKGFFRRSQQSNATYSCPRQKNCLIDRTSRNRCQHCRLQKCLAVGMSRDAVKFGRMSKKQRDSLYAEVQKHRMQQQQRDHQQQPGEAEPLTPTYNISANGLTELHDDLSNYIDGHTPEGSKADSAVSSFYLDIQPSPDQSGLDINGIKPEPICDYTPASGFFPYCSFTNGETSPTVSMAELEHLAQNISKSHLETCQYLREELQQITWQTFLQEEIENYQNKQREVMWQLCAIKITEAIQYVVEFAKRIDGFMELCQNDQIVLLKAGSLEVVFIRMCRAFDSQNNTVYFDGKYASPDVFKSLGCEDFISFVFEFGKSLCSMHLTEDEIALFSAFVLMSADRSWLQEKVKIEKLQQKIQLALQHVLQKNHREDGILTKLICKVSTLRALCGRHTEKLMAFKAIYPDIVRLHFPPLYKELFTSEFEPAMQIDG
NADH enzymes = inhibition of NAD/NADH coupling enzymes, library profiling | coupled PK/LDH NADH assays, four targets | IC50, µM (doses to about 10 µM), for inactives: at the top dose inhibition | actives 0.02% (n = 65,000) | AID 774;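 active means single-dose screening hits from any of four coupled enzyme assays that gave an IC50 when retested across doses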;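 further: the DPM-DC format reads NADH fluorescence rather than 340 nm absorbance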
SF-1 act = activates the human nuclear receptor SF-1; Q13285; CHO-K1 Gal4-SF-1 LBD luciferase reporter; % increase over DMSO SF-1-specific signal; activation, % at 10 µM; actives 1.9% (n = 65,000);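 active means activation above the mean activation of all tested compounds plus 3 SD, cut at about 50% in these data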
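Material: Gal4–SF-1 LBD one-hybrid luciferase reporter in CHO-K1 cells | Amount: 4,000 cells per well | Compound dosing: 10 µM single point, 1% DMSO | Schedule: 20 h compound treatment, 37 °C | Measured by: SteadyLite luciferase luminescence | Evaluation: Percent activation versus DMSO | Control set: DMSO-treated SF-1-transfected cells as negative, DMSO-treated mock-transfected cells lacking SF-1 as background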
5HT1a antag = blocks the human serotonin 5-HT1a receptor; P08908; CHO 5-HT1a Ga15 NFAT-bla reporter, antagonist mode; inhibition, % at 10 µM; actives 0.68% (n = 62,000); AID 612;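 active means inhibition above the mean of all tested compounds plus 3 SD, cut at about 43% in these data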;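 further: receptor stimulated by 5-CT agonist at 100 nM near EC80; beta-lactamase reporter measured by ratiometric fluorescence of a cleavable substrate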
MMP-13 inhibitor = inhibitors of human MMP13 | P45452 | MMP-13 fTHP FRET cleavage, Mca fluorescence | inhibition, % at 4 µM | actives 0.07% (n = 65,000);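 active means inhibition above the mean of compound-free control plate wells plus 3 SD, cut at about 14% in these data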;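 further: 0% = DMSO wells and 100% = wells with reference MMP-13 inhibitor after basal subtraction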
Active calls of the source: *; nt = no result given.

Each structure is followed by: 5HT1a antag, SF-1 act, TNAP act mid DEA, Autofluor 339, 5HT1a ag, RORA act, NADH enzymes, MMP-13 inhibitor, Abs 340nm
COc1cc(C(c2nnnn2C2CCCC2)N2CCc3ccccc3C2)ccc1O (configuration not stated)
    16, 0, 1, 1.2, -2.5, -2, 10%, -1, 0.97
CCn1c(SCC(=O)Nc2nnc(C)s2)nnc1-c1ccncc1
    -4, -4, 0.8, 1, 2.1, -19, 2%, 0, 1
COc1ccc(-c2cc3nc(C)c(CCC(=O)NCc4ccco4)c(C)n3n2)c(OC)c1
    -2, -5, 0.9, 2.2*, -3.5, -5, 5%, -23, 1
COc1cc(C2CC(=O)c3cnc(N4CCN(Cc5ccccc5)CC4)nc3C2)cc(OC)c1OC (configuration not stated)
    8, 20, 0.9, 1.1, -1.1, 10, 3%, -4, 1.1
Cn1c(=O)cc(SCC(=O)Nc2ccccn2)c2ccccc21
    4, -5, 1, 1.3, -1.5, -8, 7%, 6, 1
Cn1c(NCc2cc(Br)ccc2O)nc2ccccc21
    20, -7, 1, 1.1, -1.1, 13, 4%, 7, 1
COc1cccc(C(=O)Cn2c(=N)n(C)c3ccccc32)c1
    47*, -26, 0.9, 1.1, 0.5, -22, 10%, -2, 0.99
COc1cc(NC(=O)c2ccccc2)c(OC)cc1NC(C)=O
    4, -1, 1, 1.1, -1.1, 5, 1%, 0, 1.1
CCCCn1c(=O)c(C(=O)OCC)c(O)c2ccccc21
    -4, 1, 0.9, 1.1, 0.0, -10, 5%, -1, 1
c1ccc(CCC2=NCCn3cccc32)cc1
    -18, -3, 0.9, 1.4, 0.3, -22, 10%, 2, 1.1
Cc1ccc(N2C(=O)[C@@H]3[C@H](C2=O)C2c4ccccc4C=CN2[C@@H]3C(=O)c2ccco2)c(C)c1 (some centres not stated)
    17, 10, 1, 1.2, 6.6, 7, 3%, 1, 1.1
O=C(Nc1ccccc1C(=O)NCc1cccnc1)c1ccco1
    8, -1, 1, 1, -0.3, 11, 3%, 2, 1.1
Cc1ccc(C2NC(=O)NC(O)(C(F)(F)F)C2C(=O)c2ccccc2)o1 (configuration not stated)
    -6, -3, nt, 1.1, -1.4, 32, 5%, 6, 1.1
CCOC(=O)c1cnc2c(C)c(Cl)ccc2c1N1CCOCC1
    -11, -2, 0.9, 1.1, 0.4, -12, 2%, 0, 1
CC1CCCCN1CCNC(=O)C1CCN(S(=O)(=O)N2CCCCC2)CC1 (configuration not stated)
    1, -19, 1, 1.1, 14, -15, 6%, 0, 1
O=C(NCc1ccco1)C1CCCN(S(=O)(=O)c2cccc3cccnc23)C1 (configuration not stated)
    7, -21, 0.9, 1, -1.6, 15, 5%, 0, 1
CCOC(=O)N1CCC(NC(=O)CN2C(=O)CSc3ncccc32)CC1
    3, -1, 0.9, 1.1, -3.9, -15, 5%, 2, 1.1
O=C(O)CCCC(=O)Nc1ccccc1Br
    -7, -14, 0.9, 1.1, 0.8, -17, 6%, -3, 1
O=C(C1CCC(N2C(=O)C3CC=CCC3C2=O)CC1)N1CCCCC1 (configuration not stated)
    -11, -9, 0.9, 1.1, -0.1, 25, 3%, 1, 1.1
O=C1CC(N2CCN(C/C=C/c3ccccc3)CC2)C(=O)N1Cc1ccc(N2CCCC2=O)cc1 (configuration not stated)
    4, -10, 0.9, 1.2, -3.9, -3, 2%, 3, 1
COc1ccc(NC(=O)CCN2CCCC(C)C2)cc1 (configuration not stated)
    -12, -8, 0.9, 1.1, -1.6, 6, 5%, 5, 1
CCOC(=O)C1CCN(c2c(NCCCN(CC)Cc3ccccc3)c(=O)c2=O)CC1
    -24, -7, 1, 1.1, -0.6, -4, 4%, -3, 1
CCCCNC(=O)CCSc1nc2nc(C)cc(C)n2n1
    8, -4, 1, 1.1, -0.2, -24, 4%, 9, 1
O=C1c2ccccc2C(=O)N1CCSc1nncs1
    -3, 13, 0.9, 1, -0.3, 0, 7%, -4, 0.98
COc1ccc(-n2c(SCC(=O)Nc3ccc(C(=O)O)cc3)nnc2-c2cccs2)cc1
    14, -1, 0.9, 1.1, -1.3, 13, 3%, 4, 1
Cc1ccccc1NC(=O)NCCCN1CCN(C2CCCCC2)CC1
    3, -4, 0.9, 1, -3.3, -27, 3%, 6, 0.98
O=C(O)CSCC(=O)c1ccccc1
    10, 1, 0.9, 1, -1.4, -23, 12%, 3, 1
O=C(Cn1cnc2ccccc2c1=O)OCC(=O)c1ccc2c(c1)OCCO2
    4, -10, 0.9, 1.2, -4.5, -6, 1%, 2, 1.1
CC1Cc2nc(SCC(=O)N3CCCc4ccccc43)n(C)c(=O)c2S1 (configuration not stated)
    -1, -17, 0.8, 1, 1.4, 8, 3%, 7, 1
O=C(c1ccco1)N1CCN(C(=O)c2ccc(COc3ccc(F)cc3)o2)CC1
    6, 10, 0.9, 1.1, -0.9, -3, 4%, 5, 0.98
COc1ccccc1N1CCN(C(=O)c2ccc(N3CCCC3=O)cc2)CC1
    11, -8, 0.9, 1.1, 1.9, -11, 6%, 5, 1
O=C(O)Cn1c(SCCOc2ccccc2F)nc2ccccc21
    4, 4, 0.9, 1.1, -2.2, -10, 4%, 5, 1
CC1CCCN(S(=O)(=O)c2ccc(S(=O)(=O)N3CCCN(Cc4ccccc4)C3)cc2)C1 (configuration not stated)
    -8, 3, 0.9, 1.1, 0.0, 7, 3%, 0, 0.99
OC(COc1ccc2ccccc2c1Br)Cn1ccnc1 (configuration not stated)
    -15, 2, 1.1, 1.1, 1.9, 3, 4%, 5, 1.1
O=C1Nc2cccnc2Sc2ccccc21
    7, -6, 0.9, 1.1, -4.2, -2, 2%, -4, 1
C=CCn1c(O)c(C(CC)=NCCN2CCOCC2)c(=O)[nH]c1=O
    0, -2, 0.9, 1.1, -2.4, -6, 3%, -5, 1.1
N#CCCCSc1ncccc1-c1nc2ccccc2[nH]1
    3, 5, 1, 1.5, -2.8, -1, 2%, -14, 1.1
O=C(c1ccc(F)cc1)N1CCCCC(Sc2nnc3ccccn23)C1=O (configuration not stated)
    -11, 0, 0.9, 1, -1.2, -5, 3%, -3, 1
Cc1nc(CC(=O)N2CCN(S(=O)(=O)c3ccccc3C#N)CC2)cs1
    4, -5, 0.9, 1.1, -1.5, -40, 5%, -1, 1
Cc1ccc(-c2csc3nnc(SCC(=O)N4CCN(Cc5ccccc5)CC4)n23)cc1
    -2, 3, 1, 1, -0.8, 9, 8%, -2, 0.99

Arranged by formula weight (ascending): 15 of the compounds above.
Each structure is followed by: 5HT1a antag, SF-1 act, TNAP act mid DEA, Autofluor 339, 5HT1a ag, RORA act, NADH enzymes, MMP-13 inhibitor, Abs 340nm
O=C1Nc2cccnc2Sc2ccccc21
    7, -6, 0.9, 1.1, -4.2, -2, 2%, -4, 1
COc1ccc(NC(=O)CCN2CCCC(C)C2)cc1 (configuration not stated)
    -12, -8, 0.9, 1.1, -1.6, 6, 5%, 5, 1
O=C1c2ccccc2C(=O)N1CCSc1nncs1
    -3, 13, 0.9, 1, -0.3, 0, 7%, -4, 0.98
N#CCCCSc1ncccc1-c1nc2ccccc2[nH]1
    3, 5, 1, 1.5, -2.8, -1, 2%, -14, 1.1
C=CCn1c(O)c(C(CC)=NCCN2CCOCC2)c(=O)[nH]c1=O
    0, -2, 0.9, 1.1, -2.4, -6, 3%, -5, 1.1
OC(COc1ccc2ccccc2c1Br)Cn1ccnc1 (configuration not stated)
    -15, 2, 1.1, 1.1, 1.9, 3, 4%, 5, 1.1
Cc1ccccc1NC(=O)NCCCN1CCN(C2CCCCC2)CC1
    3, -4, 0.9, 1, -3.3, -27, 3%, 6, 0.98
COc1ccccc1N1CCN(C(=O)c2ccc(N3CCCC3=O)cc2)CC1
    11, -8, 0.9, 1.1, 1.9, -11, 6%, 5, 1
O=C(c1ccc(F)cc1)N1CCCCC(Sc2nnc3ccccn23)C1=O (configuration not stated)
    -11, 0, 0.9, 1, -1.2, -5, 3%, -3, 1
CC1Cc2nc(SCC(=O)N3CCCc4ccccc43)n(C)c(=O)c2S1 (configuration not stated)
    -1, -17, 0.8, 1, 1.4, 8, 3%, 7, 1
Cc1nc(CC(=O)N2CCN(S(=O)(=O)c3ccccc3C#N)CC2)cs1
    4, -5, 0.9, 1.1, -1.5, -40, 5%, -1, 1
O=C(c1ccco1)N1CCN(C(=O)c2ccc(COc3ccc(F)cc3)o2)CC1
    6, 10, 0.9, 1.1, -0.9, -3, 4%, 5, 0.98
CCOC(=O)C1CCN(c2c(NCCCN(CC)Cc3ccccc3)c(=O)c2=O)CC1
    -24, -7, 1, 1.1, -0.6, -4, 4%, -3, 1
Cc1ccc(-c2csc3nnc(SCC(=O)N4CCN(Cc5ccccc5)CC4)n23)cc1
    -2, 3, 1, 1, -0.8, 9, 8%, -2, 0.99
COc1ccc(-n2c(SCC(=O)Nc3ccc(C(=O)O)cc3)nnc2-c2cccs2)cc1
    14, -1, 0.9, 1.1, -1.3, 13, 3%, 4, 1

More structures follow.
Each structure is followed by: 5HT1a antag, SF-1 act, TNAP act mid DEA, Autofluor 339, 5HT1a ag, RORA act, NADH enzymes, MMP-13 inhibitor, Abs 340nm
CCCC1(C(=O)O)NC(c2ccccc2O)C2C(=O)N(c3cccc(Cl)c3)C(=O)C21 (configuration not stated)
    9, 7, 1.1, 1.1, 0.2, 7, 5%, -11, 1.1
COc1ccc(CN2CC(C(=O)N3CCOCC3)CC2=O)cc1 (configuration not stated)
    -7, -2, 0.9, 1.1, -0.6, -14, 7%, -2, 1
C=CCN(c1ccc(C(N)=O)cc1)S(C)(=O)=O
    -8, 14, 0.9, 1.1, -0.3, -13, 4%, 1, 1
COc1ccc(CC(=O)N2CCNC2=O)cc1
    7, -2, 1, 1.1, -2.9, 23, 9%, 2, 0.99
CCn1c(SCC(=O)c2ccc(F)cc2)nnc1-c1ccoc1C
    13, 1, 0.9, 1.1, -2.0, 23, 1%, 0, 1
CN1CCN(S(=O)(=O)c2cccc(S(=O)(=O)c3ccc(Cl)cc3)c2)CC1
    0, -9, 1.1, 1.1, 0.6, 4, 9%, 4, 1
Cc1nc(SCC(=O)Nc2ccc3c(c2)OCCO3)c2oc3ccccc3c2n1
    2, -2, 0.9, nt, 2.3, -9, nt, 1, nt
CN(C)S(=O)(=O)Nc1ccc(Br)cc1F
    7, 1, 0.9, 1.1, -4.8, -1, 3%, 4, 0.99
O=C(Cn1cnc2c(nnn2Cc2ccc(F)cc2)c1=O)OCc1ccccc1
    -6, 6, nt, 1.1, -0.4, -7, 3%, -6, 0.99
O=C(NCCc1ccccc1)C1CCN(S(=O)(=O)c2cccs2)CC1
    -5, 15, 1, 0.98, -0.6, -8, 8%, 7, 0.98
NC(=O)CC(NC(=O)OCc1ccccc1)C(=O)O (configuration not stated)
    -18, -7, 0.9, 1.1, -2.1, -14, 4%, -5, 1
COC(=O)c1nnn(CC(=O)Nc2cccc(Cl)c2C)c1C(=O)OC
    0, 1, 0.9, 1.1, -1.3, -9, 6%, 4, 1
Cc1nc(NCCCn2ccnc2)c2ccccc2n1
    -6, 11, 0.9, 1, -0.9, 0, 7%, -3, 1
O=C(NC1CCCC1)C1CCCN1C(=O)Nc1ccccc1Cl (configuration not stated)
    -10, -12, 1, 1.1, 1.6, -9, 3%, 3, 1
COc1ccc2[nH]c(=O)c(CN(CCN(C)C)C(=O)NCc3ccccc3)cc2c1
    0, -6, 0.9, 3.8*, 2.4, 0, 14%, -22, 1
Cc1ccn(CC(=O)O)c(=O)c1
    -5, 6, 0.9, 1.1, -0.5, 22, 4%, -5, 0.96

Compounds were not picked by outcome, and some 8.9% of all compounds hit somewhere here.
